Screening results from PubChem BioAssay.
Scp-1 inhibitor – blocks human Scp-1 phosphatase activity | inhibition, % at 20 µM | actives 0.88% (n = 340,000) | AID 493091 | Recombinant Scp1, phosphopeptide, malachite green phosphate absorbance;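 active means inhibition above about 50% at 20 µM, limit read from the data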;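 further: plate controls were DMSO wells with enzyme for no effect and wells lacking enzyme for full effect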
Target sequence (Q9GZU7 76-261 limits assumed): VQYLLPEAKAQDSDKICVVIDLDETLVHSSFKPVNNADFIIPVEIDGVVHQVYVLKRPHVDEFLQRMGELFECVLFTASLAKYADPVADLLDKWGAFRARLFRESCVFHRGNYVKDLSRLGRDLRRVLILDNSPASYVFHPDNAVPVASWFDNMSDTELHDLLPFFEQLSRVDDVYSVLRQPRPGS
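Times: enzyme reaction 45 min at room temperature, colour 5 min, stabilisation 30 min. Material: SCP-1 catalytic fragment, aa 76-261. Medium: Acidic Tris acetate buffer with magnesium and detergent. Signal: colorimetric free-phosphate detection, absorbance 630 nm. Read-out basis: % inhibition of SCP-1 phosphate liberation. Reagent: Phosphorylated 17-residue peptide substrate.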
CSN inh – CSN deneddylation inhibition; Q92905; inhibition, % at 12.5 µM; actives 0.38% (n = 360,000); Purified CSN, SCF-Nedd8-OG deneddylation, fluorescence polarization;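 active means pattern-corrected inhibition above about 35%, with an unprinted fluorescence ratio check between 0.5 and 1.5, limit read from the data, passing the limit was not always enough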;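 further: 0% = enzyme with substrate and 100% = substrate without enzyme; some results filed as inactive read as strong as hits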
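Test system: Human Csn5 produced in HEK293T cells | Compound: 12.5 µM single point | Times: 90 min, room temperature | Signal: Fluorescence polarization readout | Read-out basis: % inhibition of substrate cleavage by Csn5 | Controls: no-enzyme wells high, enzyme-with-substrate wells low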
DNMT1 inh – blocks human DNA methyltransferase DNMT1; P26358; inhibition (reported as % activation of signal), % at 10 µM; actives 0.83% (n = 360,000); DNMT1 molecular beacon, Hinp1I cleavage, fluorescence; in the data active means inhibition above about 50%
Rpn11 block – inhibitors of human proteasome Rpn11 | O00487 | calls only at 20 µM | human 26S proteasome, Ub4-pepOG fluorescence polarization; 20S core pre-blocked with epoxomicin | actives 0.59% (n = 360,000);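 active means inhibition at 20 µM, scaled to each plate's controls, above about 33%, limit read from the data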
SUMO1-SIM PPI – SUMO1-SIM interaction modulation | SUMO1 binding to a labelled peptide, TR-FRET, 1 h | actives 0.33% (n = 360,000) | P63165 | inhibition, % at 20 µM; in the data active means inhibition above about 37%
Target sequence (P63165 whole entry, looked up): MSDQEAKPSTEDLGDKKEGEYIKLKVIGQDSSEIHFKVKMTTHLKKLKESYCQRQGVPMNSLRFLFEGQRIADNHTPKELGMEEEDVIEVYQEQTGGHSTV
NadD block – inhibitors of Staphylococcus aureus NadD | inhibition, % at 20 µM | actives 0.78% (n = 360,000) | purified NadD enzyme, colorimetric absorbance read-out; in the data active means inhibition above about 26%; further: some compounds past the cut are filed as inactive
TbMetRS inhib – Trypanosoma brucei MetRS inhibition; purified T. brucei MetRS, ATP depletion, Kinase-Glo luminescence; inhibition, % at 11.9 µM; actives 0.4% (n = 360,000); AID 624268;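 active means inhibition above a per-plate cutoff of the control wells' mean inhibition plus 3 SD, cut at about 5.5% in these data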;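 further: 0% = DMSO wells median and 100% = median of wells with control inhibitor compound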
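System: purified T. brucei MetRS enzyme / Detection: Kinase-Glo luciferase luminescence reporting remaining unconsumed ATP / Medium: HEPES buffer with MgCl2, KCl, DTT, spermine, BSA, pyrophosphatase / Replication: singlicate, one well per compound / Evaluation: percent inhibition relative to median high and low control wells / Schedule: 2 h aminoacylation at 25 °C after 15 min preincubation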
LMPTP inh – blocks human LMPTP phosphatase. P24666. recombinant LMPTP-A, OMFP fluorogenic substrate, fluorescence intensity. AID 651560. inhibition, % at 20 µM. actives 0.22% (n = 360,000);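 active means compounds that cut the enzyme signal by at least half of the control window in the single-dose screen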;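 further: plate controls were DMSO wells with enzyme plus substrate for no effect and substrate without enzyme for full effect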
Target sequence (P24666 whole entry, looked up): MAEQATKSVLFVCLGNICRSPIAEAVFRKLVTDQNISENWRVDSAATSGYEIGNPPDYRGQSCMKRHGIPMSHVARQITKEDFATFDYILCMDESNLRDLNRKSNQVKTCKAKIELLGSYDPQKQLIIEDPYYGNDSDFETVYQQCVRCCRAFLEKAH
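Material: LMPTP-A; amount: 0.625 nM enzyme; doses: single 20 µM dose; times: reaction 50 min, room temperature, dark; technique: fluorescence intensity of OMFP turnover product; benchmarks: no-enzyme and uninhibited controls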
MLLE-PAM2 inh – inhibitors of microRNA-mediated deadenylation, human PABP1 MLLE binding. P11940. GST-MLLE / FITC-PAM2 fluorescence polarization. inhibition, % at 20 µM. actives 0.36% (n = 360,000). AID 588489; in the data active means inhibition above about 35%, passing the limit was not always enough;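 further: plate controls were DMSO wells with GST-MLLE for no effect and wells lacking GST-MLLE protein for full effect; some results filed as inactive read as strong as hits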
Target sequence (P11940 whole entry, looked up): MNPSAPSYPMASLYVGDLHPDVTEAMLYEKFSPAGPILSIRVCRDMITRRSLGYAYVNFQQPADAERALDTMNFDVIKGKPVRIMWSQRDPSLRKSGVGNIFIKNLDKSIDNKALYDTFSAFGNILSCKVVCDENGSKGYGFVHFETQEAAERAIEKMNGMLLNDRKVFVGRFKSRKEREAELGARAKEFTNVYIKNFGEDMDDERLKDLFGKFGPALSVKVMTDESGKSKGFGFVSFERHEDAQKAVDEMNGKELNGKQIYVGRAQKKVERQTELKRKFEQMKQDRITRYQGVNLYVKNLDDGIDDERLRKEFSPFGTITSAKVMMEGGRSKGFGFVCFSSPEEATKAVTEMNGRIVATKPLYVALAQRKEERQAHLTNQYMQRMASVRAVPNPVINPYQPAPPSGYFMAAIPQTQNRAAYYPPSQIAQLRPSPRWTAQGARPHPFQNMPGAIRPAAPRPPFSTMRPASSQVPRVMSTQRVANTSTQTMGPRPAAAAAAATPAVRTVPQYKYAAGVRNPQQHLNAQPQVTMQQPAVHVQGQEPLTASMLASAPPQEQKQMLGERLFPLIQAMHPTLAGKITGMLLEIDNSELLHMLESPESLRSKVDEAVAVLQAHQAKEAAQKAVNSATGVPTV
STEP block – inhibitors of human striatal-enriched phosphatase STEP; P54829; recombinant STEP, OMFP fluorogenic substrate, fluorescence; AID 588621; actives 0.25% (n = 360,000); inhibition, % at 20 µM;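 active means inhibition at 20 µM, scaled per plate between control wells, above about 37%, limit read from the data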;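 further: 0% = DMSO with enzyme and substrate and 100% = substrate only without enzyme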
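Assay system: isolated STEP enzyme / Timing: 20 min at room temperature, dark / Doses: 20 µM, 1% DMSO / Technique: fluorescence intensity, excitation 480 nm, emission 540 nm / Reagent: fluorogenic phosphatase substrate OMFP at 25 µM final / Measure: percent inhibition scaled to no-enzyme and uninhibited-enzyme controls, plate-pattern corrected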
* = called active by the depositor; i = inactive; / = not tested or not shown. The order is random (roughly 3.6% active in at least one column).

entry	Scp-1 inhibitor	CSN inh	DNMT1 inh	Rpn11 block	SUMO1-SIM PPI	NadD block	TbMetRS inhib	LMPTP inh	MLLE-PAM2 inh	STEP block	mol
1	0	3	14	i	3	-1	-0.7	-0.1	-1	-1	COCCn1c(SCC(=O)Nc2ccc(C(N)=O)cc2)nc2c([nH]c3ccccc32)c1=O
2	-9	-3	-8	i	7	4	-0.1	2.0	5	1	COC(=O)c1ccc(/C=C/c2c(-c3ccsc3)sc3ccccc23)cc1
3	-11	-2	1	i	4	2	-0.5	-0.5	-4	3	O=C(O)c1ccccc1C(=O)Nc1ccc(Br)c(C(F)(F)F)c1
4	-5	-4	3	i	-2	3	-0.1	-0.8	8	0	CCOC(=O)C1CCCCN1Cc1cccc(OC)c1OC (stereo not drawn)
5	-5	5	3	i	0	1	-0.1	-1.3	-1	-1	CC(Oc1cccc(Br)c1)C(=O)NNC(=O)c1ccccn1 (stereo not drawn)
6	-5	2	1	i	2	-2	-0.3	-3.2	24	-1	Cc1c(Cl)cccc1NC(=S)Nc1ccc(S(=O)(=O)Nc2ncccn2)cc1
7	-8	5	2	i	1	7	-0.7	-0.6	-7	-4	O=C(Cn1cnc2scc(-c3ccc(F)cc3)c2c1=O)N1CCOCC1
8	-1	0	-4	i	-20	0	-0.8	0.9	10	1	O=C(c1ccc2c3c(cccc13)CC2)C1CCCN(Cc2ccc(OCCO)cc2)C1 (stereo not drawn)
9	-8	-3	4	i	3	0	0.0	-8.8	28	4	CN(C)CCNC(=S)Nc1ccccc1Cl
10	-2	2	1	i	1	-5	-0.2	-0.1	2	11	COc1ccc(CCN(C)C2CCCN(C(=O)c3sccc3C)C2)cc1OC (stereo not drawn)

Results in sequence from the entries so far.
Compounds 1 to 9 in NadD block, in turn: -1, 4, 2, 3, 1, -2, 7, 0, 0
Compounds 1 to 9 in DNMT1 inh, in turn: 14, -8, 1, 3, 3, 1, 2, -4, 4
Compounds 1 to 9 in Scp-1 inhibitor, in turn: 0, -9, -11, -5, -5, -5, -8, -1, -8

The list continues:
entry	Scp-1 inhibitor	CSN inh	DNMT1 inh	Rpn11 block	SUMO1-SIM PPI	NadD block	TbMetRS inhib	LMPTP inh	MLLE-PAM2 inh	STEP block	mol
11	-13	1	1	i	-4	-7	-1.0	2.6	1	1	CCCCN(c1nc2ccccc2nc1Cl)S(=O)(=O)c1ccc(C)cc1
12	1	-4	1	i	0	5	0.4	-0.9	0	-1	Cc1c(C(=O)N2CCC(C)CC2)sc2ncn(CC(=O)N3CCC(C)CC3)c(=O)c12
13	-15	2	-7	i	-1	-6	-0.2	2.9	-5	-1	Cc1ccc(S(=O)(=O)NCCSc2nnnn2-c2cc(C)ccc2C)cc1
14	/	-2	-3	i	1	2	0.0	0.2	-4	-2	C=CCC1(CC=C)CCCN1C(=O)C1CCC(=O)N(Cc2ccc(Cl)cc2)C1 (stereo not drawn)
15	-7	-1	-1	i	6	-4	0.2	-1.7	-1	2	CS(=O)(=O)Nc1ccccc1C(=O)Nc1cc2c(cc1C(=O)O)OCCCO2
16	9	3	7	i	-38	-7	-1.4	-0.4	-15	1	O=[N+]([O-])c1nn(-c2ccccc2)n(O)c1=NC1CCN(Cc2ccccc2)CC1
17	-5	3	-1	i	3	-2	1.0	0.7	-3	-4	Cc1[nH]c2ccccc2c1/C=N/NC(=O)CNC(=O)c1ccc2c(c1)OCO2
18	-1	1	2	i	6	7	0.4	-0.2	-1	2	CCC(=O)N1CCc2cc(Br)cc(S(=O)(=O)N3CCCC(C(=O)NC(C)(C)C)C3)c21 (stereo not drawn)
19	-7	-3	-9	i	29	24	-0.4	3.3	3	-6	Cc1cccc2sc(NC(=O)c3ccc(NS(=O)(=O)c4cccs4)cc3)nc12
20	-17	-1	-7	i	1	1	0.2	0.8	-5	7	CC(C)[C@H](NC(=O)c1cccc(S(=O)(=O)N2CCOCC2)c1)C(=O)Nc1nc2ccccc2s1
21	/	1	/	/	-19	/	0.2	0.5	/	/	CC(C)NC(=O)C1C(c2ccc(C(F)(F)F)cc2)=Nc2ccccc2N1C(=O)c1cc2ccccc2[nH]1 (stereo not drawn)
22	17	-4	-5	i	-1	18	0.2	5.2	-2	3	c1ccc(CCc2ccccc2-c2nc(-c3cccnc3)no2)cc1
23	19	3	-6	i	-2	18	0.5	-3.1	-156	-4	C[N+](C)(C)CCCNC(=O)c1ccc(/C=N/O)nc1
24	-5	2	-4	i	-6	-3	0.0	0.6	-7	1	CCOc1ccc(OCC)c(NC(=O)C2CCN(S(=O)(=O)c3cnc[nH]3)CC2)c1
25	6	3	2	i	2	3	-1.1	-1.4	7	-1	CCCn1c(=O)cc(N)n(-c2ccc(OC(F)(F)F)cc2)c1=O
26	-3	-4	-1	i	-3	1	-0.3	-0.7	19	-2	Cc1ccccc1C(=O)NCC(=O)NNC(=S)NC(=O)c1ccccc1C
27	-3	0	2	i	2	-3	1.4	-0.5	-43	-1	N#CC1(NC(=O)CSc2nc3ncc(Cl)cc3[nH]2)CCCCC1
28	-10	-2	-8	i	-1	12	-0.3	1.2	7	1	O=C(NC1CCCCC1)C(c1ccncc1)N(Cc1ccc2c(c1)OCO2)C(=O)c1cnsn1 (stereo not drawn)
29	-7	-3	4	i	0	-2	0.2	-0.9	-6	-2	COc1ccccc1CCN=C(N)NS(=O)(=O)c1ccc(C)cc1
30	-9	-2	-1	i	-2	-8	0.1	-1.8	1	0	CSC1=NC2(C)CCCCC2C12C=CC(=O)C=C2 (stereo not drawn)
31	0	-1	7	i	-1	-7	2.6	-1.9	8	0	Cc1nc(C)c(C(=O)O)c(-c2ccsc2)c1C(=O)O
32	-3	-6	1	i	-20	1	-1.5	-1.4	-86	0	COc1ccccc1NC(=S)N1CCCC1
33	0	-7	0	i	-5	8	-0.1	0.5	8	-8	C/C(=N/NC(=O)c1ccco1)c1cccc(NC(=O)c2ccc(C)o2)c1
34	-10	5	-4	i	1	4	-0.2	-1.2	-4	-4	Cc1cc(C)cc(NC(=O)CN2C(=O)NC(C)(c3ccccc3)C2=O)c1 (stereo not drawn)
35	/	2	1	i	-13	-8	0.0	-2.2	-3	-3	CC(=O)Nc1ccc(S(=O)(=O)N[C@@H](C)C(=O)OCC(=O)c2ccc(Br)s2)cc1
36	/	-2	13	i	2	-5	-0.9	-1.8	7	0	COc1ccc(S(=O)(=O)N(C)C[C@H]2Oc3ncc(Br)cc3C(=O)N([C@@H](C)CO)C[C@@H]2C)cc1
37	-3	8	4	i	-17	22	-0.5	5.2	2	4	Cc1ccc2nc(-c3cccc(Br)c3)cc(C(=O)NC3=NCCS3)c2c1
38	0	3	2	i	-1	-7	-0.3	0.2	-2	2	O=C(NCc1ccc2c(c1)OCO2)c1cc(F)c(F)cc1Cl
39	3	3	1	i	-1	3	-0.7	-1.6	-94	1	OCCN1CCN(C(=S)NC2CCCC2)CC1
40	10	3	-2	i	1	2	0.2	1.0	-8	2	Cc1cccc2sc(NC(=O)Cn3cccc3)nc12
41	-6	-2	3	i	2	1	0.7	-1.6	-9	-1	O=C(OCC(=O)N1CCN(c2ccccc2)CC1)C1=COCCO1
42	-4	-7	3	i	-22	3	0.1	1.0	-2	-2	O=C(CCCN1C(=O)c2cccc3cccc(c23)C1=O)N1CCN(c2ccccn2)CC1
43	-15	0	-3	i	5	-3	-0.4	-0.3	-7	-3	Cn1cnc2cc(NCc3ccccc3Cl)ccc21
44	-8	-4	-3	i	2	3	-0.1	-0.6	8	17	CCCCNS(=O)(=O)c1ccc(OC)c2ncccc12
45	-4	11	13	/	-13	-9	-0.4	-2.4	-31	-2	CCCCNC(=O)/C(C#N)=c1\s/c(=C\c2ccccc2OC(F)F)c(=O)n1CCCOC
46	0	1	2	i	-3	0	0.5	-1.5	-2	1	CN1CCN(CC(=O)Nc2nc(-c3ccccc3)cs2)CC1
47	3	-4	5	i	0	5	-1.3	-0.8	-20	-6	CCOC(=O)c1sc(NC(=O)c2ccncc2)nc1C
48	0	5	7	i	-6	-5	0.3	-0.5	-30	2	Cc1c(C(=O)NCc2n[nH]c(=S)n2-c2ccc(F)cc2)cccc1[N+](=O)[O-]
49	/	-5	1	i	-1	2	-0.2	-1.4	2	1	CC(C)[C@H](NC(=O)c1ccco1)C(=O)Nc1ccc(N2CCCCCC2)cc1
50	-13	-2	-40	i	24	2	0.3	1.6	10	-4	N#Cc1cccc(NC(=O)COC(=O)c2cc(S(=O)(=O)Nc3ccccc3Cl)ccc2O)c1
51	-10	0	0	i	7	-2	-0.1	-0.9	-9	-1	COc1cc(F)ccc1CN1CCC(n2nccc2NC(=O)C2CCOC2)CC1 (stereo not drawn)
52	-7	-2	3	i	2	8	0.0	-1.4	4	0	Cc1c(NP(=O)(Oc2ccccc2F)Oc2ccccc2F)c(=O)n(-c2ccccc2)n1C
53	-5	0	-1	i	4	0	-0.4	-1.5	-6	5	CSc1nc2c(c(=O)[nH]1)C(c1cccc(Cl)c1Cl)CC(=O)N2 (stereo not drawn)
54	-2	1	-3	i	1	1	-0.5	-0.1	0	-1	COc1ccccc1OCCNC(=O)c1cc(=O)[nH]c2ccccc12
55	-11	4	3	i	-1	-5	-0.3	1.4	16	-1	CCCCSc1nc2c(cc1C#N)CCC2
56	-2	1	-3	i	1	5	-1.2	0.3	4	0	CCOc1ccc(OCC)c(S(=O)(=O)n2cnc(C)c2)c1
57	-2	1	1	i	1	-1	-1.1	-0.6	3	1	Nn1c(-c2ccccn2)nnc1-c1ccccn1
58	-19	-6	-9	i	0	3	-0.5	4.7	-10	3	O=c1c2ccccc2nc(SCc2nnc(-c3ccccc3)o2)n1-c1ccc(F)cc1F
59	-9	-2	-5	i	-23	6	-0.9	2.0	1	-2	CCC(C)Nc1ccc(NC(C)CC)cc1 (stereo not drawn)

In the list so far, these contain a CF3 group:
entry	Scp-1 inhibitor	CSN inh	DNMT1 inh	Rpn11 block	SUMO1-SIM PPI	NadD block	TbMetRS inhib	LMPTP inh	MLLE-PAM2 inh	STEP block	mol
3	-11	-2	1	i	4	2	-0.5	-0.5	-4	3	O=C(O)c1ccccc1C(=O)Nc1ccc(Br)c(C(F)(F)F)c1
21	/	1	/	/	-19	/	0.2	0.5	/	/	CC(C)NC(=O)C1C(c2ccc(C(F)(F)F)cc2)=Nc2ccccc2N1C(=O)c1cc2ccccc2[nH]1 (stereo not drawn)
25	6	3	2	i	2	3	-1.1	-1.4	7	-1	CCCn1c(=O)cc(N)n(-c2ccc(OC(F)(F)F)cc2)c1=O
